# Screens as filed in PubChem.
# CCR6 antag – antagonists of human CCR6 receptor | CHO-K1 CCR6 PathHunter beta-arrestin, luminescence, CCL20-stimulated | inhibition, % at 20 µM | P51684 | hit rate 0.49% among 340,000;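 active means compounds whose inhibition of the agonist-driven luminescence signal at 20 µM reaches about 50%, limit read from the data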;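 further: cells stimulated with CCL20 at 14 nM final; plate controls were DMSO with CCL20 for no effect and DMSO without agonist for full effect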
# Mdm2-MdmX inh – inhibitors of human Mdm2/MdmX interaction; O15151+Q00987; SaOS-2 split-luciferase Mdm2/MdmX complementation, luminescence; inhibition, % at 8 µM; hit rate 3% among 330,000;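 active means inhibition of at least 50% at 8 µM in the primary screen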
# APJ antag – APJ receptor antagonism | hit rate 0.32% among 330,000 | AID 2521 | CHO-K1 APJ beta-arrestin complementation, luminescence | P35414 | inhibition, % at 20 µM;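 active means inhibition above about 40% at 20 µM, limit read from the data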;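 further: cells challenged with 10 nM apelin-13 agonist together with compound; plate controls were apelin-13 plus DMSO wells for no effect and DMSO wells lacking apelin-13 for full effect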
# Target sequence (P35414 whole entry, looked up): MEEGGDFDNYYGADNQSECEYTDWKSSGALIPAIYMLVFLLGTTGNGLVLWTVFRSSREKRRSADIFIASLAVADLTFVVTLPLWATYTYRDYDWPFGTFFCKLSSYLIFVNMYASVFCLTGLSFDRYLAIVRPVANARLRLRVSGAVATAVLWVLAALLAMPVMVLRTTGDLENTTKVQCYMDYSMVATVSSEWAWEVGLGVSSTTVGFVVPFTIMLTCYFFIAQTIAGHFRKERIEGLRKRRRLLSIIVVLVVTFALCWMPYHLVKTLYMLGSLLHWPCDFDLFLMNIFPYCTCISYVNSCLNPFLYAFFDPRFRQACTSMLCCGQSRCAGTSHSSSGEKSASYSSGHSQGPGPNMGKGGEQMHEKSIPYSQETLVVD
# XBP1 UPR activ – activators of adaptive arm of unfolded protein response (XBP1); CHO-XBP1 luciferase reporter, IRE1-XBP1 UPR activation, luminescence; percent of tunicamycin response, DMSO as zero; activation, % at 20 µM; hit rate 0.33% among 330,000;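 active means versus positive control, 20 µM dose yields 30% or more activation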;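 further: 100% = tunicamycin at 10 µg/mL and 0% = DMSO only wells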
#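 Material: CHO cell line with stable XBP1 luciferase reporter; schedule: 16-18 h cell attachment at 37 °C, then 6 h compound exposure; signal: glow luminescence from Steady-Glo reagent; medium: serum-containing F12 medium, 10% FBS; benchmarks: tunicamycin 10 µg/mL and vehicle-only wells; read-out: percent activation relative to tunicamycin reference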
# UPR CHOP act – activators of apoptotic arm of unfolded protein response (CHOP); CHO-CHOP luciferase reporter, UPR activation, luminescence; percent of tunicamycin response over DMSO baseline; activation, % at 10 µM; hit rate 0.34% among 330,000; AID 449763;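 active means at 10 µM dose, activation of 40% or more, normalized to positive control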;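 further: 100% = tunicamycin at 10 µg/mL and 0% = DMSO alone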
#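 Test system: CHO CHOP reporter cells. Input: 500 CHO-CHOP cells per well. Medium: F12 with 10% FBS. Technique: luciferase luminescence. Measure: percent activation relative to tunicamycin control. Dosing: 10 µM compound, 0.5% DMSO. Timing: 16-18 h cell attachment, then 6 h compound exposure, 37 °C.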
# tim23-1 inh – tim23-1 yeast growth inhibition. hit rate 1.3% among 330,000. S. cerevisiae tim23-1 growth, BacTiter-Glo luminescence, 24 h. inhibition, % at 20 µM;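 active means growth inhibition of the mutant yeast at or above 50%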;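 further: temperature-sensitive mutant grown at 25 °C; plate controls were DMSO-treated mutant yeast for no effect and medium wells lacking yeast for full effect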
# APJ agonist – agonists of human APJ apelin receptor; CHO-K1 APJ PathHunter beta-arrestin, luminescence; 0% DMSO wells, 100% apelin; hit rate 0.11% among 330,000; activation, % at 20 µM; P35414;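 active means activation more than six SD over the plate average, tested at 20 µM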;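 further: 0% = DMSO alone and 100% = apelin-13 at 10 nM; some results filed as inactive read as strong as hits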
#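 assay system = CHO-K1 APJ beta-arrestin complementation cell line | input = cell density 1000 per well | dosing = compound 20 µM once, DMSO 1% | timing = compound 90 min 25 °C, reagent 1 h | measured by = luminescence from split beta-galactosidase complementation, Galacton Star/Emerald II substrate | read-out basis = APJ agonist activity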
# EBI2 antag – antagonists of human EBI2 receptor; P32249; EBI2 beta-arrestin recruitment, luminescence, 7a,25-OHC stimulated; inhibition, % at 5 µM; hit rate 0.81% among 360,000; AID 651636; in the data active means inhibition above about 38%;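 further: enzyme fragment complementation signal reports receptor beta-arrestin coupling in cells; 0% = agonist plus DMSO wells and 100% = wells without agonist; some results beyond the cut were filed as inactive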
# Target sequence (P32249 whole entry, looked up, the tested form may be a part): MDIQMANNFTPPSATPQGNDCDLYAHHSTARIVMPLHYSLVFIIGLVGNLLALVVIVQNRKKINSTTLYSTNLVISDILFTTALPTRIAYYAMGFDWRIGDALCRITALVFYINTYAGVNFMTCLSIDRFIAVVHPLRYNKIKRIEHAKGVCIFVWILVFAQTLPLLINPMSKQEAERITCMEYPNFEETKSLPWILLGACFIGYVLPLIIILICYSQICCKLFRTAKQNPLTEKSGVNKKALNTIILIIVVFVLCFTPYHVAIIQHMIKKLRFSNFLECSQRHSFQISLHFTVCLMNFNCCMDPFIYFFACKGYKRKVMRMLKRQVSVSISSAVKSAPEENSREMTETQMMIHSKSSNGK
# CXCR6 block – CXCR6 (human) receptor inhibition. CHO-K1 PathHunter CXCR6 beta-arrestin, luminescence. O00574. AID 602244. inhibition, % at 20 µM. hit rate 0.36% among 360,000; in the data active means inhibition above about 34%, passing the limit was not always enough;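 further: antagonist mode with CXCL16 agonist at 10 nM final; 0% = 10 nM CXCL16 with DMSO and 100% = unstimulated wells without agonist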
# Target sequence (O00574 whole entry, looked up): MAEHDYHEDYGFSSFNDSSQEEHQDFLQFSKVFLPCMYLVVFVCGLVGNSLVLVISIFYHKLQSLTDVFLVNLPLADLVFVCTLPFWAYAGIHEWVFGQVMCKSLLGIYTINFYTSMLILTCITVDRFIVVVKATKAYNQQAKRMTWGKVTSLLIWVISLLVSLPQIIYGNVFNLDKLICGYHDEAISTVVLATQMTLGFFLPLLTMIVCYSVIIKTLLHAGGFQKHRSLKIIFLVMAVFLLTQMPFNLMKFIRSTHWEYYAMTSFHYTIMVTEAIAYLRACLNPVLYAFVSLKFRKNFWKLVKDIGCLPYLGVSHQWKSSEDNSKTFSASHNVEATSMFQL
# An asterisk follows results filed as active. The list is partial; rates above refer to the full screens.
SMILES,CCR6 antag,Mdm2-MdmX inh,APJ antag,XBP1 UPR activ,UPR CHOP act,tim23-1 inh,APJ agonist,EBI2 antag,CXCR6 block
CCN(CC)CCNC1=NCCn2c1cc1cc(OC)ccc12,19,64*,7,0,0.7,-23,0,4,5
COC(=O)c1ccccc1NS(=O)(=O)c1ccc(NC(C)=O)cc1,17,32,13,-4,-0.8,18,-2,3,7
O=C(O)CC(CC(=O)Nc1ccc(-n2ccc(C(F)(F)F)n2)cc1)c1ccccc1 (stereo unspecified),3,11,2,-2,0.0,5,-2,-8,-8
CCN(CC)CCN(C(=O)Cn1nnc(-c2ccc(C)o2)n1)C(C(=O)NC1CCCC1)c1ccc(F)cc1 (stereo unspecified),11,-14,11,-3,0.2,-3,1,-2,5
COCCN(C(=O)CSCc1ccc(C)cc1)c1c(N)n(CC(C)C)c(=O)[nH]c1=O,6,19,21,-3,-2.3,-4,-1,5,2
O=C(COC(=O)c1ccc(O)cc1O)c1ccc2c(c1)OCO2,7,13,-11,-2,5.8,2,-1,-8,3
CC12CCC(C/C1=N/O)C2(C)CBr (stereo unspecified),4,25,2,2,0.6,-30,1,-10,-1
CCCCn1c(NC(C)=O)c(C#N)c2nc3ccccc3nc21,12,19,30,4,-0.3,16,-11,-1,-3
COc1ccc(S(=O)(=O)N(C)CC(=O)Nc2ccc3c(c2)OCO3)cc1,1,18,16,-4,1.2,0,-5,5,-5
Cc1c(NC(=O)c2ccco2)c(=O)n(-c2ccccc2)n1C,-4,14,11,-2,0.2,7,0,-8,6
CON(C)C(=O)C[C@@H]1C[C@H](OC(=O)c2ccc([N+](=O)[O-])cc2)CN1C(=O)OC(C)(C)C,-10,14,-20,0,-1.4,8,0,-11,0
O=C(c1ccccc1)N1CCN(Cc2ccc3c(c2)OCO3)CC1,-2,9,7,0,1.4,7,-3,13,-1
CCN(CC(=O)Nc1c(F)cccc1F)C(=O)CCN1C(=O)C2CC=CCC2C1=O (stereo unspecified),3,-7,10,1,2.2,12,10,-1,-1
Cc1ccc(S(=O)(=O)C(NC(=O)c2ccccc2)=C(Cl)Cl)cc1,2,65*,5,3,-0.4,17,-5,-3,5
CCCCOc1ccc(CNn2c(C)nc3ccccc3c2=O)cc1,5,0,-28,-2,1.1,21,4,0,-5
O=C1NC(=S)N/C1=C/c1ccc(Oc2ccc(C(F)(F)F)cc2[N+](=O)[O-])c(Cl)c1,2,10,6,-2,0.2,-3,-3,-14,-16
CCN(Cc1ccccc1)c1ccc(/C=N/NS(=O)(=O)c2cccc([N+](=O)[O-])c2)cc1,29,-4,-8,0,0.3,15,-2,1,2
COc1cc(CN2CCCCCC2)cc(OC)c1,2,-5,12,-5,4.3,0,-1,-3,2
CCCn1c(NCc2c[nH]c3ccccc23)nc2ccccc21,-7,-15,-10,0,2.9,13,4,-10,4
O=C(CN1C(=O)c2ccc(Br)cc2C1=O)NCC1CCCO1 (stereo unspecified),9,-16,-26,-2,0.1,7,-1,-13,-8
COc1ccc(N=c2cc(-c3ccc(O)cc3)oc3ccccc23)cc1,15,-2,4,4,0.0,47,-2,-18,-10
CNc1snc(C)c1C(=O)OCC(=O)c1ccc(Cl)cc1,10,18,25,-3,3.2,28,0,2,-5
COc1ccc(CCN2C(=O)CC(C(C)c3ccccc3)C2=O)cc1OC (stereo unspecified),5,-18,-6,3,3.2,28,-3,5,-2
COc1ccc(S(=O)(=O)NCCOc2ccccc2)cc1-n1cnnn1,8,-24,8,-2,-2.1,6,-2,7,-2
CCNc1ccc2c(Cl)cc(=O)oc2c1,4,14,4,0,2.4,12,-3,-8,-8
O=C(NCCC(=O)N1CCN(c2ccc(F)cc2)CC1)c1ccco1,3,8,14,0,-0.4,9,3,4,-5
CC(/C=C1\SC(=S)N(CCC(=O)Nc2nc(C)cs2)C1=O)=C\c1ccccc1,12,-17,-1,-3,4.6,19,-1,-3,12
CCCS(=O)(=O)N1CCN(C(=O)CCC2CCCC2)CC1,-6,6,-3,-2,0.5,10,-5,-12,-10
Cc1ccc(/C=N\NC(=O)c2cc(OCC(F)(F)F)ccc2OCC(F)(F)F)cc1,-18,13,5,4,0.0,9,1,-1,8
CSc1ccc(CNc2ccc(Cl)cc2)cc1,12,-19,-9,6,5.0,6,2,-1,0

# Of the compounds above, these contain bromine:
SMILES,CCR6 antag,Mdm2-MdmX inh,APJ antag,XBP1 UPR activ,UPR CHOP act,tim23-1 inh,APJ agonist,EBI2 antag,CXCR6 block
CC12CCC(C/C1=N/O)C2(C)CBr (stereo unspecified),4,25,2,2,0.6,-30,1,-10,-1
O=C(CN1C(=O)c2ccc(Br)cc2C1=O)NCC1CCCO1 (stereo unspecified),9,-16,-26,-2,0.1,7,-1,-13,-8

# Additional results:
SMILES,CCR6 antag,Mdm2-MdmX inh,APJ antag,XBP1 UPR activ,UPR CHOP act,tim23-1 inh,APJ agonist,EBI2 antag,CXCR6 block
Cc1cc(CNCc2c(C(=O)N(C)Cc3ccccc3)nc3ccccn23)nn1C,6,35,13,1,-2.0,2,-2,-7,7
COc1ccccc1N=Nc1c(O)[nH]c2ccc(Br)cc12,12,42,24,-6,0.6,-12,-3,-2,5
CSCC[C@H](NC(=O)Cc1c(C)c2c(cc(C)c3c(C)c(C)oc32)oc1=O)C(=O)O,4,21,13,2,0.7,14,-2,-4,6
CCN(Cc1ccccc1)Cc1ccc(OCc2ccccc2)c(OC)c1,24,4,18,-3,2.2,18,-3,5,2
COc1ccc(NC(=O)Nc2nnc(-c3ccco3)s2)cc1,-1,-65,4,1,6.9,5,-3,2,16
COc1ccc(C(=O)Nc2nc(CC(=O)NCCc3cccc(OC)c3)cs2)cc1,11,-5,0,2,1.3,23,-2,14,-8
O=C(Cc1ccccc1)NCC(=O)N1CCCCC1,9,-4,6,1,1.7,2,-4,-7,3
O=C(O)c1nc(-c2ccccc2)n(-c2ccccc2)n1,14,0,14,0,0.7,5,-2,-2,-6
CC1CN(C(=O)CCS(=O)(=O)c2ccccc2)CC(C)O1 (stereo unspecified),7,-6,13,3,1.1,11,-3,-8,-4
O=P(Cc1nnco1)(c1ccccc1)c1ccccc1,0,-19,16,-4,0.4,2,-5,0,4
COc1ccc(-c2nnn(CC(=O)N3CCN(c4ccc(F)cc4)CC3)n2)cc1,8,25,-3,-2,-1.0,-19,-2,2,3
c1ccc(COCCCn2cc(-c3ccccc3)nn2)cc1,20,-11,12,-1,0.2,-3,3,6,-5
Fc1cccc(-n2c(-c3ccco3)nc3nc4ccccc4nc32)c1,-16,-2,-4,7,1.8,-21,-3,-4,0
O=S(=O)(Nc1ccc(-c2ccc3nncn3n2)cc1)c1ccccc1Cl,10,0,-2,3,-1.5,-1,-1,-1,13
Cc1ccccc1C(=O)c1cccn1CC(=O)NCCN1CCN(c2cccc(C)c2C)CC1,8,79*,15,-1,-1.5,3,-8,5,6
COc1cccc(C(=O)NCC(=O)OCC(=O)C(C)(C)C)c1,17,21,2,4,-0.4,7,-3,5,3
On1c(-c2ccccc2)nc2ccccc21,-8,-1,-9,-1,0.6,0,-3,-4,-5
CC(C)[C@H](NC(=O)c1ccccc1)C(=O)OCC(=O)c1c(N)n(C)c(=O)n(C)c1=O,-1,10,-7,-2,0.3,-8,-1,-1,-9
CCOC(=O)c1oc2cc(O)cc(O)c2c(=O)c1OCc1ccccc1,17,19,11,0,2.4,23,-7,-2,2
Cc1ccc(Cl)cc1NC(=S)N(Cc1ccccc1)Cc1cccnc1,15,-9,-2,-1,0.4,21,-4,4,-3
NNC1=N[C@H]2CS(=O)(=O)C[C@H]2S1,22,22,7,-2,0.9,4,-4,-8,-2
CC(C)COc1ccc(C(=O)OCC(=O)N(C)CC(=O)Nc2ccc(F)cc2)cc1,9,42,7,-5,2.0,4,3,-7,-3
CN(C)S(=O)(=O)c1cccc(NC(=O)Cn2cc(C(F)(F)F)cc(Cl)c2=O)c1,-2,-3,11,1,0.0,0,-2,4,-1
CC(NCC(O)COCCC12CC3CC(CC(C3)C1)C2)c1ccccc1 (stereo unspecified),10,100*,-3,51*,0.5,-5,-1,-5,-11
CCN(CC)S(=O)(=O)c1ccc(-c2nnco2)cc1,-5,10,9,-3,3.0,25,-2,-2,0
COc1ccc(CNC(=O)CCC(=O)N2CCN(S(=O)(=O)c3cc([N+](=O)[O-])ccc3C)CC2)cc1,-2,-12,-12,-3,1.8,11,4,-1,-19
Cc1cc2ccccn2c1C(=O)c1ccccc1F,31,-11,14,6,0.4,21,-2,2,0
O=C(O)c1ccccc1-c1nc2cc(Cl)ccc2c(=O)n1O,5,-9,-6,-2,0.3,-14,-1,0,-2
CC1CCN(C(=O)COC(=O)C2CCN(S(=O)(=O)c3ccc(Cl)c(C(F)(F)F)c3)CC2)CC1,8,-11,6,-2,1.1,20,-6,9,1
Cc1sc2nc(SCC(=O)N3CC(C)OC(C)C3)n(C)c(=O)c2c1C (stereo unspecified),17,24,5,-5,0.4,3,14,7,-15
O=C(Nc1cccc(C(=O)N2CCOCC2)c1)NC1CCCCC1,-9,-4,13,-2,-1.3,-4,0,-7,5
Cc1cc(C)cc(NC(=O)CN2CCCN(S(=O)(=O)c3ccc(Br)s3)CC2)c1,29,1,-14,-1,0.9,31,-3,22,7
COCCNC(=O)CN(Cc1ccc2c(c1)OCO2)C(=O)CCC(=O)Nc1nccs1,-5,10,6,-5,0.1,-17,-3,-7,-1
CC(C)/C=C/C(=O)N1CCC(N2CCC(C(=O)N3CCOCC3)CC2)CC1,5,-5,1,-2,2.1,7,-2,-9,2
CC(=O)c1cccc(Oc2cc(NN3CCCCC3)c([N+](=O)[O-])cc2[N+](=O)[O-])c1,6,8,2,4,2.3,2,0,31,9
COc1ccc(C(C(N)=O)c2ncc(C(F)(F)F)cc2Cl)cc1 (stereo unspecified),-5,5,5,1,-3.0,17,2,-1,-5
Cc1cccc(/C=N/NC(=O)NC23CC4CC(CC(C4)C2)C3)n1,5,-7,8,1,1.5,27,-2,16,7
Cc1cccc(C)c1NC(=O)CN(C)CC(=O)Nc1cc(Cl)ccc1C#N,-10,11,1,1,-1.3,14,1,-4,2
COc1ccc(-c2cc(C)no2)cc1S(=O)(=O)N(C)c1ccc(C)cc1,3,63*,-31,-1,-1.2,37,-3,6,-18
CN(CC(=O)Nc1ccc(Cl)cc1)CC(=O)Nc1cccc(Br)c1,-6,6,15,-5,0.9,-14,-2,-2,-7
COC(=O)[C@H](Cc1ccccc1)NC(=O)Cn1ccc(NC(=O)OCc2ccccc2)nc1=O,-11,20,3,-2,-0.7,14,-3,-3,4
CCOc1cc(C(=S)N2CCCCC2)ccc1OS(=O)(=O)c1ccc(Cl)cc1,18,-11,-8,-4,2.2,31,-2,23,10
CCCCCN(C(=O)NC(=O)Nc1ccccc1OC)S(C)(=O)=O,2,10,6,-4,-2.4,10,5,-3,-12
O=C(c1ccc2[nH]c3c(c2c1)CCCC3)N1CCN(c2ccc(F)cc2)CC1,-7,12,-4,-1,2.9,46,1,6,4
